Source: PubChem BioAssay (several laboratories)
V-ATPase pH: yeast V-ATPase proton transport regulation by pHLuorin; 0.37% of 350,000 active; response, % at 10 µM; AID 504577; S. cerevisiae, pHLuorin cytosolic pH fluorescence; in the data active = response mostly above about 7.3%, no sharp cut-off; inactive = mostly below about 5.4%; also: actives read high; inactives centre near 0; some compounds called inactive have numbers as strong as hits; reference of the scale not given here
Tat transport: blocks Tat-dependent protein export in E. coli; inhibition, % at 10 µM; E. coli MC4100 TorA-mCherry Tat export, fluorescence; 0.036% of 340,000 active; AID 488895;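 active = mean replicate inhibition at least 50% and at least half of replicates individually reaching 50%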;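 also: exported cargo escapes ClpAP degradation while cytoplasmic cargo is degraded and loses fluorescence; 0% = median of neutral control wells and 100% = median of NaSCN control wells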
MITF TRPM1 HTS: MITF TRPM1 promoter activation in melanoma cells | 0.75% of 300,000 active | activation, % at 12.5 µM | SK-MEL-5 TRPM1-promoter luciferase, 24 h; % of positive control, neutral wells = 0;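 active = mean activation of at least 80% with every replicate also reaching 80%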;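 also: 0% = neutral control wells and 100% = parthenolide positive control wells; values of inactives mirror those of a sister screen read the other way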
dFosB activator: activators of mouse delta FosB homodimer | P13346 | purified delta FosB, TAMRA-CDK5 oligo fluorescence polarization; percent of positive-control signal above neutral wells | activation, % at 25 µM | 0.99% of 340,000 active;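 active = mean activation above about 17%, with every replicate also reaching it, limit read from the data, passing the limit was not always enough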;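 also: fluorescence polarization rise as delta FosB binds a TAMRA Cdk5 AP-1 oligo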
Target sequence (P13346 whole entry, looked up): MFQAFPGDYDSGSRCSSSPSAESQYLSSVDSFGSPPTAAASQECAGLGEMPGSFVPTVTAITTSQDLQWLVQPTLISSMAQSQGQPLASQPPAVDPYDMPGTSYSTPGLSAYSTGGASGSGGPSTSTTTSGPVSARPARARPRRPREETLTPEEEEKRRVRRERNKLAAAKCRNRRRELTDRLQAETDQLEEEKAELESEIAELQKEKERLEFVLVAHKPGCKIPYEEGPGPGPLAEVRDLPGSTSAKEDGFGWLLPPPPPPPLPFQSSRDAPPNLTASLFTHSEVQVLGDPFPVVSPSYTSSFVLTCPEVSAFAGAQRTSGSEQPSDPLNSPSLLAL
Wnt bcat act: activates Wnt/beta-catenin signaling in a reporter cell assay; 1.2% of 300,000 active; activator, plate reader; activation, % at 9.35 µM; in the data active = activation above about 30%, passing the limit was not always enough;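 also: 0% = neutral control wells and 100% = positive control wells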
CAL PDZ FP-1: inhibitors of human CAL PDZ peptide binding; Q9HD26; purified CAL PDZ, TMR-peptide fluorescence polarization, 1 h; inhibition, % at 24.9 µM; 0.92% of 300,000 active; AID 602252;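 active = mean inhibition of at least 30% with at least half of replicates also reaching 30%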;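 also: 0% = DMSO neutral control and 100% = excess unlabeled competitor peptide PRC23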
CAL PDZ FP-2: human CAL PDZ-peptide interaction inhibition; inhibition, % at 20 µM; AID 504414; purified CAL PDZ, TMR-peptide fluorescence polarization, 1 h; Q9HD26; 0.02% of 330,000 active;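 active = highest replicate inhibition of at least 40%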;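 also: plate controls were DMSO neutral control wells for no effect and unlabeled competitor peptide control wells for full effect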
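material = purified tagged CAL PDZ domain construct (CerCALP) | compound dosing = 20 µM, one dose | times = 1 h at RT | measured by = fluorescence polarization from S- and P-plane intensities, G-factor corrected | read-out = inhibition from polarization loss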
cardiac RTF act: cardiac RTF calcium sensitization; P19429+P45379; IANBD-labeled TnC RTF fluorescence at EC20 calcium; 0% EC20 calcium, 100% full calcium; activation, % at 7.2 µM; 0.24% of 340,000 active;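 active = activation above the mean over all tested compounds plus 3 SD, cut at about 30% in these data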;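 also: rise in fluorescence read as greater calcium sensitivity of cardiac thin filaments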
CDK5 p35 inh: inhibitors of human CDK5/p35 kinase. Q00535+Q15078. Recombinant CDK5/p35, ADP-Glo luminescence, 60 min. inhibition, % at 10 µM. 0.01% of 330,000 active. AID 488839;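 active = highest replicate inhibition of at least 50% and at least 75% of replicates reaching 50%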;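 also: plate controls were DMSO neutral control for no effect and GW8510 at 10 µM for full effect; many of its hits are not listed in these tables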
Rtt109 Vps75: inhibitors of Candida albicans Rtt109/Vps75 histone acetyltransferase; purified Rtt109/Vps75, ThioGlo CoA-SH fluorescence, 4 h; 0.16% of 330,000 active; inhibition, % at 34.9 µM; Q5AAJ8;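 active = inhibition of at least 50% in every replicate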
Target sequence (Q5AAJ8 whole entry, looked up): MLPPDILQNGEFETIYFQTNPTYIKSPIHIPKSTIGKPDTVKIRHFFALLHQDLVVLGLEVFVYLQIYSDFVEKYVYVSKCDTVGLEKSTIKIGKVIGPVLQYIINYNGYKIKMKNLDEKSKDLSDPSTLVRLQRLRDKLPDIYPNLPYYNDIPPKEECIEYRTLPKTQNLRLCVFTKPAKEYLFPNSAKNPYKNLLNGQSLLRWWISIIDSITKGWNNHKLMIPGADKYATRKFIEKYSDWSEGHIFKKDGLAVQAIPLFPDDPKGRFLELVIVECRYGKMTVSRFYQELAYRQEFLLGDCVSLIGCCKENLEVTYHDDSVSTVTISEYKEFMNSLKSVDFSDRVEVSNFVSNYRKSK
* = called active by the depositor; / = not tested or not shown; & = joins results of further samples. An unsorted share of the library; overall some 4.1% were active at least once.

# | mol | V-ATPase pH | Tat transport | MITF TRPM1 HTS | dFosB activator | Wnt bcat act | CAL PDZ FP-1 | CAL PDZ FP-2 | cardiac RTF act | CDK5 p35 inh | Rtt109 Vps75
1 | COC(=O)/C=C1\SC(=NC(=O)c2cccc(Cl)c2)NC1=O | -2 | -17 | -12 | -2 | -1 | -1 | -0.6 | -5 | 0.2 | 16
2 | CCN(c1ccccc1)S(=O)(=O)c1ccc(OCC(F)(F)F)c(NC(=O)c2ccc(=O)[nH]c2)c1 | 1 | -9 | -1 | -15 | -5 | / | -1.6 | -1 | -0.2 | 4
3 | CC(=O)N(C)c1ccc(NC(=O)C(Sc2ccccc2)c2ccccc2)cc1 (stereo unspecified) | 2 | -4 | 3 | -7 | -1 | 7 | -0.7 | / | -0.1 | 25
4 | COCc1cccc(C2=CC(=O)C[C@H](c3ccc(OC)cc3)C2)c1 | -1 | 12 | 28 | -5 | 2 | -3 | -0.9 | 5 | -0.8 | -5
5 | O=C1CCC(C(=O)NCc2ccc3c(c2)OCO3)N1 (stereo unspecified) | -2 | -2 | -7 | 4 | -1 | 6 | -0.7 | 1 | 2.5 | 1
6 | CN(CC(=O)Nc1ccc(OC(F)(F)F)cc1)S(=O)(=O)c1cnc[nH]1 | -1 | -5 | 9 | -6 | 1 | -4 | -0.3 | 2 | 0.4 | 0
7 | Cc1ccc(C(CC(=O)c2ccco2)SCCO)cc1 (stereo unspecified) | -3 | 1 | 24 | -1 | 37* | -5 | 1.2 | 1 | 0.8 | -41
8 | COc1ccc(-c2noc(CSc3nc4ccccc4c(=O)n3-c3ccccc3)n2)cc1 | 1 | -5 | 1 | -2 | / | -2 | -2.8 | -2 | 1.7 | -2
9 | O=C(CCCn1c(=S)[nH]c2cc3c(cc2c1=O)OCO3)N1CCN(c2ccccn2)CC1 | 0 | -6 | -3 | 3 | / | / | 0.2 | 0 | -0.5 | -7
10 | COCCCN1C(=O)c2ccc(C(=O)OCC(=O)NCc3ccccc3OC)cc2C1=O | 1 | -3 | -3 | -10 | -2 | 3 | 0.0 | 0 | -6.1 | -1
11 | CC1CN(CCCSc2ccc(Cl)cc2)CC(C)O1 (stereo unspecified) | -1 | -4 | 8 | -6 | 0 | 1 | -0.3 | 3 | 1.2 | -13
12 | CCOc1ccc(NC(=O)c2cc3c(C)nc4ccccc4c3o2)cc1 | 1 | -7 | 2 | -9 | -6 | -2 | -0.7 | 5 | -1.5 | 1
13 | NC(=O)c1cnn(C2CCS(=O)(=O)C2)c1 (stereo unspecified) | 3 | 4 | 2 | -5 | / | -1 | -3.3 | 3 | -0.5 | -3
14 | CCOC(=O)Nc1ccc(Cc2ccncc2)cc1 | 3 | -12 | 26 | -5 | -3 | 3 | 0.6 | -1 | -0.6 | 2
15 | CCc1ccccc1N(CC(=O)N/N=C/c1ccc(OC(=O)OC)c(OC)c1)S(C)(=O)=O | 1 | -3 | 2 | -17 | / | -4 | -2.3 | -2 | -0.4 | -6
16 | Cn1ccnc1C1CCCCN1C(=O)c1cc(COc2ccc(F)cc2Cl)on1 (stereo unspecified) | -1 | -5 | 13 | -10 | 0 | 3 | 0.0 | / | -1.4 | -9
17 | Cc1nc(NCCc2ccc(S(N)(=O)=O)cc2)c2c3c(sc2n1)CCC3 | 0 | -4 | -5 | -6 | / | 4 | / | 0 | -0.1 | 0
18 | COc1cc(C(=O)OCCCN2CCCN(CCCOC(=O)c3cc(OC)c(OC)c(OC)c3)CC2)cc(OC)c1OC | -4 | 6 | 3 | -14 | 1 | -3 | -0.8 | -1 | 0.4 | -3
19 | COc1cc(OC)c(C(=O)OCC(=O)Nc2c(C)n(C)n(-c3ccccc3)c2=O)cc1OC | -2 | -4 | 6 | -3 | 0 | 21 | -0.3 | -3 | 1.1 | 1
20 | Cc1ccccc1NC(=S)NCC(c1cccnc1)N(C)C (stereo unspecified) | 0 | -4 | -10 | -2 | -3 | 7 | -1.3 | 0 | 1.2 | -2
21 | O=C(O)CCc1nn2c3ccccc3n(Cc3ccccc3F)c2nc1=O | 1 | 5 | -1 | -3 | -2 | 3 | 0.3 | -3 | -0.8 | -3
22 | O=C(O)CCCCCN=C1CCc2ccccc2N1 | 0 | -6&0 | -2 | -5 | -16 | -1 | -1.5 | 8 | 1.4 | -17&-1
23 | O=[N+]([O-])/C(=C\Nc1ccccc1)S(=O)(=O)c1ccccc1 | 2 | -8 | -2 | -3 | / | 4 | -0.5 | 0 | -1.1 | 4
24 | O=C(Cc1ccccc1)c1c[nH]c(C(=O)O)c1 | 10 | -4 | 6 | 1 | -1 | 4 | / | 1 | -7.7 | -2
25 | Cn1c(SCC(=O)Nc2ccc(Cl)cc2F)nnc1-c1ccco1 | 0 | -9 | 7 | 2 | -1 | 2 | 0.0 | -1 | 0.4 | 2

(further entries)
# | mol | V-ATPase pH | Tat transport | MITF TRPM1 HTS | dFosB activator | Wnt bcat act | CAL PDZ FP-1 | CAL PDZ FP-2 | cardiac RTF act | CDK5 p35 inh | Rtt109 Vps75
26 | CCCCCCOC(=O)c1ccccc1NC(=O)/C=C/C(=O)O | -3 | 16 | / | -1 | 34* | -2 | -1.7 | 1 | 0.7 | 5
27 | CCOc1cc(/C=N/NC(=O)COc2ccccc2C)ccc1OC(=O)c1cccs1 | 2 | -4 | -13 | -8 | -2 | -2 | -0.8 | 6 | 13 | -1
28 | Brc1ccc(C2Nc3cccc4cccc(c34)N2)s1 | 1 | -18 | -16 | 23* | -2 | -1 | 0.5 | 5 | 1.6 | 3
29 | COc1ccc(/C=C/C(=O)c2ccc3ccccc3c2O)cc1CN1CCOCC1 | -2 | -4 | 11 | -12 | / | -2 | -0.5 | 3 | 1.2 | -7
30 | O=C(c1cccc(C(F)(F)F)c1)C1CCCN(C(=O)CCc2cnccn2)C1 (stereo unspecified) | -2 | -7 | 7 | 6 | -1 | 2 | 0.6 | -1 | -0.1 | 7
31 | COc1cccc(C(=O)Nc2c3c(nn2-c2ccc(Cl)cc2)CS(=O)(=O)C3)c1OC | -5 | 1 | -6 | -17 | -1 | 1 | -0.7 | -2 | 0.3 | -2
32 | Cc1nc(N)c(Cc2ccccc2F)c(N)n1 | 3 | -8 | 9 | -1 | -10 | 2 | 0.8 | 5 | -0.6 | -1
33 | COc1ccc(C2c3c(oc4ccccc4c3=O)C(=O)N2c2ccccn2)cc1OC (stereo unspecified) | 0 | -9 | 9 | 2 | 0 | -2 | 0.1 | -4 | 1.6 | -4
34 | CC(=O)c1ccc(N2CCN(C(=O)c3c(-c4ccccc4Cl)noc3C)CC2)cc1 | 1 | 3 | -11 | -13 | -1 | 1 | -2.4 | -3 | -2.0 | 0
35 | COc1ccc(NC(=O)COc2cccc3c2CCN(Cc2cccnc2)C3=O)c(OC)c1 | -5 | -9 | 11 | -6 | -2 | 0 | 0.6 | 3 | -1.0 | 4
36 | CC(C)=CC(=O)N1CCCc2ccccc21 | -7 | 4 | 4 | -1 | / | 0 | -1.2 | 1 | -1.6 | 42
37 | Cc1cc(NC(=O)c2ccc(NC(=O)CC(C)C)cc2)no1 | 2 | -6 | 17 | -4 | 1 | -6 | -0.5 | 5 | 0.5 | 0
38 | CCCn1nc(C(=O)N2CCN(c3ccccn3)CC2)c2ccccc2c1=O | 11 | 4 | -1 | -4 | -1 | -1 | -0.5 | -3 | 0.7 | -46
39 | Cc1c(C)[n+](=O)c2c(n1[O-])CCCCC2 | -6 | -6 | 0 | 0 | -4 | -6 | -1.2 | 0 | 0.2 | 3
40 | O=C(NC1CCCCC1)N1CCN(c2ccc(Cl)cc2)CC1 | -2 | -4 | -1 | -6 | -2 | -3 | -0.2 | 1 | -0.9 | -14
41 | O=C(Cc1cccs1)N/N=C/c1ccccc1 | 3 | -7 | / | -8 | 0 | / | -1.0 | / | -0.1 | -2
42 | Cc1noc(C)c1C(=O)N1CCN(C(=O)c2sc3cc(Cl)ccc3c2Cl)CC1 | -3 | -2 | 5 | 0 | / | -5 | -1.9 | -3 | -0.6 | -2
43 | CC(=O)c1cccc(NC(=O)C2CCN(S(C)(=O)=O)CC2)c1 | -3 | -9 | -8 | 0 | -3 | 2 | -1.2 | -1 | -1.4 | -1
44 | O=C(c1c(Cl)cccc1Cl)N1CCN(c2cccc3[nH]ccc23)CC1 | 0 | -11 | / | -2 | -4 | -10 | -0.5 | -4 | 1.3 | 7
45 | Cc1ccccc1/C(N)=N/OC(=O)/C=C/c1ccccc1 | 1 | -6 | 58 | -1 | 77* | -3 | -1.2 | -1 | 1.0 | -2
46 | Nc1nc(-c2cccnc2)nn1C(=O)c1ccc(Cl)cc1 | 0 | -9 | 9 | -6 | 1 | -6 | -1.0 | 2 | 2.3 | /
47 | Cc1sc(N(C(=O)CCc2ccccc2)c2ccc(C(=O)O)cc2)nc1-c1ccccc1 | -3 | 5 | -6 | -12 | -1 | 4 | -1.5 | 1 | -0.6 | 11
48 | CN1CCN(C(=O)c2cc3nc(-c4ccccc4)cc(-c4ccccc4)n3n2)CC1 | -4 | -3 | 7 | -43 | / | -1 | -3.0 | 2 | -0.3 | -6
49 | CCc1ccc(CN2CCCC(C(=O)N3CCCCC3)C2)cc1 (stereo unspecified) | 0 | -4 | -4 | -10 | 0 | 0 | / | -3 | -0.1 | 0
50 | CCOC(=O)C1C(c2ccccc2Cl)NC(=O)N(C)C1(O)C(F)(F)F (stereo unspecified) | 13 | 14 | 2 | -8 | 0 | -3 | 0.2 | -7 | 1.1 | 3

4 entries from above, with each value named:
45) Cc1ccccc1/C(N)=N/OC(=O)/C=C/c1ccccc1
  V-ATPase pH = 1
  Tat transport = -6
  MITF TRPM1 HTS = 58
  dFosB activator = -1
  Wnt bcat act = 77*
  CAL PDZ FP-1 = -3
  CAL PDZ FP-2 = -1.2
  cardiac RTF act = -1
  CDK5 p35 inh = 1.0
  Rtt109 Vps75 = -2
49) CCc1ccc(CN2CCCC(C(=O)N3CCCCC3)C2)cc1 (stereo unspecified)
  V-ATPase pH = 0
  Tat transport = -4
  MITF TRPM1 HTS = -4
  dFosB activator = -10
  Wnt bcat act = 0
  CAL PDZ FP-1 = 0
  CAL PDZ FP-2 = /
  cardiac RTF act = -3
  CDK5 p35 inh = -0.1
  Rtt109 Vps75 = 0
44) O=C(c1c(Cl)cccc1Cl)N1CCN(c2cccc3[nH]ccc23)CC1
  V-ATPase pH = 0
  Tat transport = -11
  MITF TRPM1 HTS = /
  dFosB activator = -2
  Wnt bcat act = -4
  CAL PDZ FP-1 = -10
  CAL PDZ FP-2 = -0.5
  cardiac RTF act = -4
  CDK5 p35 inh = 1.3
  Rtt109 Vps75 = 7
31) COc1cccc(C(=O)Nc2c3c(nn2-c2ccc(Cl)cc2)CS(=O)(=O)C3)c1OC
  V-ATPase pH = -5
  Tat transport = 1
  MITF TRPM1 HTS = -6
  dFosB activator = -17
  Wnt bcat act = -1
  CAL PDZ FP-1 = 1
  CAL PDZ FP-2 = -0.7
  cardiac RTF act = -2
  CDK5 p35 inh = 0.3
  Rtt109 Vps75 = -2
